Screening results deposited in PubChem BioAssay by several laboratories.
KCNQ2 inh = KCNQ2 potassium channel inhibitors, primary screen, cell-based, CHO-K1, FluxOR thallium flux, B-score (AID 2156); 20 min; hits give low values; B-score at 10 µM; hit rate 1.1% among 310,000; O88943;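 active = fluorescence ratio B-score at most minus 3 library SDs, with starting brightness B-score within 2 library SDs, cut at about -5.5 in these data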
Target sequence (O88943 whole entry, looked up): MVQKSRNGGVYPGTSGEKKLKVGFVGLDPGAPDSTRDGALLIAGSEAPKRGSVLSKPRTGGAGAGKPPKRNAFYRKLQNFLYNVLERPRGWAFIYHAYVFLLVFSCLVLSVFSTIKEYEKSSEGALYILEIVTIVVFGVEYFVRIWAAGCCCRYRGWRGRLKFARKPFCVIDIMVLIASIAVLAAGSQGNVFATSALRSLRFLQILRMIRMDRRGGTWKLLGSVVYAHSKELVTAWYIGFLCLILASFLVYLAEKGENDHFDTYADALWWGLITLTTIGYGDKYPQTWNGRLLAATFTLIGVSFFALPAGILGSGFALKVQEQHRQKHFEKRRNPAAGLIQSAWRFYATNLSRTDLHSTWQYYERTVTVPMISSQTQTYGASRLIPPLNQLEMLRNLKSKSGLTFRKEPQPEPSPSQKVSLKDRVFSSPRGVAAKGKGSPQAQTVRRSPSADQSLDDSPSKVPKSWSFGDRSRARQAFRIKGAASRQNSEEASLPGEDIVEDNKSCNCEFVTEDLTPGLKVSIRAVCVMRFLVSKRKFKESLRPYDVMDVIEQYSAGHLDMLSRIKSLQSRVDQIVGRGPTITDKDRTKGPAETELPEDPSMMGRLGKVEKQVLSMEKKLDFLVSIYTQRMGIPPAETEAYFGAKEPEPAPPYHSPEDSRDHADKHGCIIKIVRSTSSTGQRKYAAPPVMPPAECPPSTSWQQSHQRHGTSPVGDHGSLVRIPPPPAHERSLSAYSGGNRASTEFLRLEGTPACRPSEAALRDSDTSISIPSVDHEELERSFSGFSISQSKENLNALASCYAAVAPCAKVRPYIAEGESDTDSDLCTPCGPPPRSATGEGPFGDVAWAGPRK
Kir21 block = inhibitors of mouse Kir2.1 inward-rectifier potassium channel | HEK293-Kir2.1, FluxOR thallium flux fluorescence; hits give low values | B-score at 10 µM | hit rate 0.85% among 310,000;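 active = fluorescence ratio B-score at or below minus 3 SD of library scores, with starting-brightness B-score within 2 SD, cut at about -4.2 in these data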;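 note: channel flux triggered by added potassium and thallium sulfate stimulus; B-score of peak minus minimum fluorescence over baseline after thallium stimulus; more negative B-score means stronger Kir2.1 block with less thallium influx; some compounds called inactive have numbers as strong as hits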
STK33 kinase inh = human STK33 kinase inhibition; Q9BYT3; purified STK33, MBP phosphorylation, ADP-Glo luminescence; inhibition, % at 10 µM; hit rate 0.073% among 320,000;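 active = inhibition at or above 25%, using the most active replicate where run in duplicate; inactive = inhibition below 25%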
Numbers without * were called inactive; i = inactive; . = no result given.

SMILES	KCNQ2 inh	Kir21 block	STK33 kinase inh
O=C(Nc1nc2c(Cl)cccc2s1)c1ccc([N+](=O)[O-])o1	i	-1.38	-3.5
CC(NC(=O)c1cc(-c2ccncc2)nc2ccc(Cl)cc12)C1CCCO1 (configuration not stated)	i	0.93	-1.2
NC(=O)CC(NC(=O)c1cccc(Br)c1)c1ccc(NC2CCCCCCC2)c([N+](=O)[O-])c1 (configuration not stated)	i	0.57	0.2
O=C(COC(=O)CC1Sc2ccccc2NC1=O)NCc1ccccc1 (configuration not stated)	i	1.24	0.8
CCOC(=O)CN1C(=O)C(O)(CC(=O)c2ccc3c(c2)CCCC3)c2ccccc21 (configuration not stated)	i	0.51	-1.0
CCC(C)(C)NC(=O)C(c1ccc(C)cc1)N(CC1CCCO1)C(=O)CNC(=O)c1cccs1 (configuration not stated)	-5.81*	0.94	-0.2
CC(C)[C@@H](C(=O)NC1CCCC1)N1C(=O)N2CCc3c([nH]c4ccccc34)[C@@]2(C)C1=O	i	-0.04	1.6
COc1ccccc1NC(=O)c1ccc2c(c1)OCO2	i	-0.41	-0.1
COc1ccc(C(=O)NCc2csc(C(C)C)n2)cc1OC1CCN(C(C)=O)CC1	i	0.64	-1.4
CCOC(=O)c1c(C)[nH]c(C)c1C(=O)CSc1nc2ccccc2c(=O)n1-c1ccc(F)cc1	i	0.05	2.4

7 structures already listed, sorted by length of the SMILES, falling:
SMILES	KCNQ2 inh	Kir21 block	STK33 kinase inh
CC(C)[C@@H](C(=O)NC1CCCC1)N1C(=O)N2CCc3c([nH]c4ccccc34)[C@@]2(C)C1=O	i	-0.04	1.6
NC(=O)CC(NC(=O)c1cccc(Br)c1)c1ccc(NC2CCCCCCC2)c([N+](=O)[O-])c1 (configuration not stated)	i	0.57	0.2
CCOC(=O)c1c(C)[nH]c(C)c1C(=O)CSc1nc2ccccc2c(=O)n1-c1ccc(F)cc1	i	0.05	2.4
CCC(C)(C)NC(=O)C(c1ccc(C)cc1)N(CC1CCCO1)C(=O)CNC(=O)c1cccs1 (configuration not stated)	-5.81*	0.94	-0.2
COc1ccc(C(=O)NCc2csc(C(C)C)n2)cc1OC1CCN(C(C)=O)CC1	i	0.64	-1.4
O=C(Nc1nc2c(Cl)cccc2s1)c1ccc([N+](=O)[O-])o1	i	-1.38	-3.5
COc1ccccc1NC(=O)c1ccc2c(c1)OCO2	i	-0.41	-0.1

Continuation.
SMILES	KCNQ2 inh	Kir21 block	STK33 kinase inh
CCCCn1nc(C(=O)OCC(=O)Nc2sccc2C(N)=O)c2ccccc2c1=O	i	-1.06	0.0
Cc1cc(-n2c(C)cc(C(=O)CSc3nnnn3-c3ccccc3)c2C)no1	i	0.17	-0.2
O=C(CCS(=O)(=O)Cc1ccccc1F)N1CCc2ccccc2C1	i	-1.16	-0.2
Nc1ccc2oc(-c3ccccn3)nc2c1	i	-0.88	-0.7
O=C(CSc1nnc(-c2ccc(O)cc2)o1)NNC(=O)c1ccncc1	i	0.03	1.9
COC(=O)c1ccc(NC(=O)CCS(=O)(=O)c2ccc(C)cc2)cc1	i	0.98	2.0
Cc1ccc(C)c(N2CCN(CC(=O)Nc3ccc([N+](=O)[O-])cc3C(=O)Nc3ccccc3F)CC2)c1	i	-0.62	-1.5
O=C(NCCN1CCN(C(=O)c2cccc([N+](=O)[O-])c2)CC1)C(=O)NCc1ccc(Cl)cc1	i	0.44	0.3
NS(=O)(=O)c1ccc(CCNC(=O)COC(=O)CCSc2ccc(Cl)cc2)cc1	i	-1.73	-0.6
Fc1ccccc1OCC1CCCN(Cc2nc(CC3CC3)no2)C1 (configuration not stated)	i	0.06	-1.2

5 compounds already listed, sorted by the number in STK33 kinase inh, rising:
SMILES	KCNQ2 inh	Kir21 block	STK33 kinase inh
Cc1ccc(C)c(N2CCN(CC(=O)Nc3ccc([N+](=O)[O-])cc3C(=O)Nc3ccccc3F)CC2)c1	i	-0.62	-1.5
Fc1ccccc1OCC1CCCN(Cc2nc(CC3CC3)no2)C1 (configuration not stated)	i	0.06	-1.2
Nc1ccc2oc(-c3ccccn3)nc2c1	i	-0.88	-0.7
NS(=O)(=O)c1ccc(CCNC(=O)COC(=O)CCSc2ccc(Cl)cc2)cc1	i	-1.73	-0.6
COC(=O)c1ccc(NC(=O)CCS(=O)(=O)c2ccc(C)cc2)cc1	i	0.98	2.0

(list continues)
SMILES	KCNQ2 inh	Kir21 block	STK33 kinase inh
N#C/C(=C\c1cccnc1)c1ccc(Br)cc1	i	-0.1	0.8
Cc1cccc(CN2CCNC2=O)c1	i	-0.22	0.3
Cc1c(N)cccc1-n1cnnn1	i	-1.19	-2.1
COc1ccc(CC(=O)OCC(=O)NCc2ccc(Cl)cc2)cc1	i	-0.01	-1.5
CCOC(=O)c1c(CN2CCCCC2)n(C)c2cc(Br)c(O)cc12	i	0.33	0.1
Cc1c(C(=O)NC(=S)Nc2ccc(N3CCOCC3)cc2)cccc1[N+](=O)[O-]	i	-0.01	-0.1
O=C(c1cc2cc([N+](=O)[O-])ccc2oc1=O)N1CCN(C2CCCCC2)CC1	i	-0.15	-1.3
O=C(c1cccn(Cc2ccc(Cl)c(Cl)c2)c1=O)N1CCOCC1	i	-1.88	-0.3
O=C(CCCN1C(=O)/C(=C\c2cccc(Br)c2)SC1=S)Nc1cccnc1	i	-0.46	-0.4
CC1CCN(c2ccc(-c3ccc(NC(=O)C(F)(F)F)cc3)nn2)CC1	i	0.83	-0.2
C=CCc1ccc(OCc2ccc(C(=O)O)o2)c(OC)c1	i	0.17	-0.9
C=CCOC(=O)C1=C[C@@H](c2ccc(Br)cc2)C[C@@H](OCCCCO)O1	i	-0.24	-1.1
Cc1onc(-c2ccccc2)c1C(=O)Nc1nc(-c2ccccc2)cs1	-7.24*	0.76	0.0
COc1cccc(-c2nnc(NC(=O)c3ccco3)s2)c1	i	2.38	0.2
O=C(CNC(=O)c1ccc(Cl)c([N+](=O)[O-])c1)OCN1C(=O)c2ccccc2C1=O	i	-1.21	-1.8
CC(C)COc1ccc(-c2cc(C(=O)NN)[nH]n2)cc1	i	1.09	0.2
CCOC(=O)C1(CCOc2ccccc2)CCN(Cc2cccc3c2OCO3)CC1	i	-1.67	-0.8
COc1cc(S(=O)(=O)Nc2ccc(C)cc2)ccc1N=Cc1c(C)c(C#N)c(=O)n(C)c1O	i	1.67	-0.4
Cc1nc(-c2cccc(Cl)c2)n[nH]1	i	2.01	1.3
O=C(NCCC1=CCCCC1)N[C@@H](Cc1ccccc1)C(=O)O	i	-2.71	0.7
CCOC(=O)C1CCCN(C(=O)c2ccc(Cl)cc2)C1 (configuration not stated)	i	0.5	-0.4
CCN(CC)S(=O)(=O)c1ccc(S(=O)(=O)NCC2CCCO2)cc1 (configuration not stated)	i	-0.82	-1.5
COC(C/C=C/C(=O)[C@H](C)OCc1ccccc1)OC	i	0.29	1.3
CC1=CC(C)C2(COC(=O)Nc3ccccc3)COC(C)C1C2C (configuration not stated)	i	-1.68	-0.1
COc1ccc(CCNc2cc(C)nc3c(-c4ccc(Cl)cc4)cnn23)cc1OC	i	-0.38	-0.7
CC(C)(C)C(=O)N/C(N)=N/c1nc2ccccc2o1	i	-0.4	-1.3
CC(NC(=O)c1ccccc1F)c1cccc2ccccc12 (configuration not stated)	i	0.61	-0.7
CCNc1nc(SC)nc(N(C#N)CC(=O)OC)n1	i	1.86	-0.1
CCOc1ccc(S(=O)(=O)NCc2cccnc2)c2ccccc12	i	-2.62	-0.6
COc1ccc(S(=O)(=O)Nc2cccnc2)cc1	i	0.54	-0.6
CS(=O)(=O)c1ccc2nc(NC(=O)C3C4C=CC(C4)C3C(=O)O)sc2c1 (configuration not stated)	i	0.01	0.5
COC(=O)c1ccc(COC(=O)c2ccccn2)cc1	i	0.54	0.4
O=C(CCSc1ccccc1Cl)Nc1cccc([N+](=O)[O-])c1	i	1.83	-0.4
CCOc1cc(/C=N\NC(=O)CC(=O)NCCc2ccccc2)ccc1O	i	1.49	-0.1
CCC(=O)N1CCc2cc(S(=O)(=O)CCC(=O)Nc3ccc(C(C)=O)cc3)ccc21	i	0	-1.3
N#Cc1ccc(-c2ccc(OCC(=O)Nc3cccnc3)cc2)cc1	i	1.17	0.3
Fc1ccc(NC(=S)N2CCc3ccccc3C2)c(F)c1	i	-0.34	.
O=C(NCc1ccccc1)c1ccc(NC(=O)C2CCCO2)cc1 (configuration not stated)	i	-0.5	-1.7
O=C(O)CSc1ncccn1	i	1.35	-1.5
Cc1ccccc1NC(=S)NCc1ccc(Cl)cc1	i	-0.47	0.2
Cc1cccc(OCC(=O)N/N=C/c2cc([N+](=O)[O-])ccc2N2CCOCC2)c1	i	-0.03	-1.5
O=C(NNS(=O)(=O)c1ccccc1)c1ccc(O)cc1	i	0.36	.
C=CCNC(=O)c1ccc(C)cc1Cl	i	-2.12	-1.0
COc1ccc(CN(Cc2cc3ccc(C)cc3[nH]c2=O)Cc2nnnn2C2CCCC2)cc1	i	-0.4	0.8
O=C(Nc1ccccc1-c1nnn(CC(=O)N2CCCc3ccccc32)n1)c1ccc(Cl)cc1	i	-0.8	-0.6
Cc1c(Cl)cccc1NS(=O)(=O)c1c(C(=O)N2CCOCC2)c(C)n(C)c1C	i	-0.04	-0.1
CCOc1ccc(OCCCCNCCN)cc1	i	-0.16	1.7
CCOC(=O)c1cc(CC)sc1NC(=O)Cc1ccsc1	i	-0.03	1.1
COC(C/C=C/[C@H](O)[C@H](C)OCc1ccccc1)OC	i	0.85	1.3
CC(C)[C@H](NC(=O)N1CC(=O)Nc2ccccc21)C(=O)N1CCC[C@@H]1C(=O)O	i	0.5	0.2
More results:
SMILES	KCNQ2 inh	Kir21 block	STK33 kinase inh
CC(C)(C)OC(=O)C(Cc1ccc(OC(C)(C)C)cc1)NC(=O)CNC(=O)OCc1ccccc1 (configuration not stated)	i	-1.17	0.7
CC(C(=O)NC1C=CS(=O)(=O)C1)N1C(=O)/C(=C\c2ccccc2)SC1=S (configuration not stated)	i	-1.63	-0.5
CCOC(=O)CCNC(=O)N1CCCC(CNS(=O)(=O)c2cccs2)C1 (configuration not stated)	i	0	-0.2
O=C(COC(=O)CNC(=O)c1ccco1)NCc1ccc(F)cc1	i	-0.39	-0.5
CC(C)CCNC(=O)c1onc(CSc2ccc(Cl)cc2)c1C(=O)NCCC(C)C	i	1.02	-3.1
COC(=O)C1CCN(C(=O)COC(=O)CCc2nc3ccccc3c(=O)[nH]2)CC1	i	0.1	.
COc1cc(C)ccc1OCCOCCOc1ccccc1[N+](=O)[O-]	i	-1.05	20.1
CSc1ccc(CNC(=O)Cn2nc(C)c3c(C)n(-c4ccc(C)cc4)nc3c2=O)cc1	i	0.01	-0.9
COc1ccc(N2C(=O)C(CC(=O)O)S/C2=C\C(C)=O)cc1 (configuration not stated)	i	-1.06	-0.3
COc1cccc(N(CC(=O)N2CCOCC2)S(C)(=O)=O)c1	i	-0.01	1.5
COc1ccc(Cc2nnc(SCC(=O)Nc3nc(C)cs3)o2)cc1	i	0.67	0.1
COc1ccc(CN2CCn3ncc(C(=O)Nc4ccccc4)c3C2=O)cc1	i	-0.36	-0.6
CCc1ccc(N2CC(C(=O)Nc3nc4ccc(S(C)(=O)=O)cc4s3)CC2=O)cc1 (configuration not stated)	i	0.06	-0.8
CCN1CCCC1CNS(=O)(=O)c1ccc(Br)cc1 (configuration not stated)	i	0.85	0.1
COc1ccc(OCCN2C(=O)NC3(CCc4ccccc4C3)C2=O)cc1 (configuration not stated)	i	-1.44	-0.8
COCCNC(=S)N/N=C(\C)c1ccccc1O	i	0.17	-1.0
O=C(Cn1ccc(C(F)(F)F)n1)N=Nc1c(O)[nH]c2ccccc12	i	1.11	-1.8
O=C(N/N=C/c1ccc([N+](=O)[O-])cc1)c1cc(C2CC2)[nH]n1	i	0.04	1.2
Cc1cccc(C)c1NC(=O)COn1nnc2ccc(C(F)(F)F)cc21	i	1.73	-0.6
O=S(=O)(c1cc(Cl)sc1Cl)N1CCCC1	i	1.39	-0.6
Cc1ccccc1CCNC(=O)C1CC(O)CN1C(=O)Nc1ccccc1 (configuration not stated)	i	-1.01	-0.9
CCOc1ccc(-c2c(=O)n(OCc3nc4ccccc4[nH]3)c3ccccc3[n+]2[O-])cc1	i	-0.38	-2.1
CCOC(=O)/C=c1\s/c(=C\c2c(OCC)ccc3ccccc23)c(=O)n1CC(=O)NCC1CCCO1 (configuration not stated)	i	-0.22	0.6
Nn1c(SCC(=O)Nc2ccc3c(c2)OCCO3)nnc1-c1cccnc1	i	1.04	-1.4
O=C(CC12CC3CC(CC(C3)C1)C2)NCC(=O)N1CCCC1	i	-0.12	0.5
CC(=O)N1CCN(C(=S)Nc2ccc(SC(F)F)cc2)CC1	i	-0.76	-0.6
CCOC(=O)c1sc2nc(N3CCOCC3)c3c(c2c1N)CC(C)(C)N(C)C3	i	-0.6	-0.2
CCOC(=O)c1c(C)c(C(=O)N2CCN(c3cccc(Cl)c3)CC2)c(C)n1C	i	0.25	-0.8
Cn1cc(C=O)c2cc(S(=O)(=O)N3CCOCC3)ccc21	i	0.35	-0.7
O=C(Nc1cccc(S(=O)(=O)N2CCCCC2)c1)c1cccs1	i	-0.44	-0.3
O=C(COc1ccccc1)NN1C(=O)CSC1=S	i	0.33	-0.1
COc1ccc(N2CCN(C(C)C(=O)Nc3nnc(C)s3)CC2)cc1 (configuration not stated)	i	0.21	0.1
O=C(Cn1c(=O)n(-c2cccc(C(F)(F)F)c2)c(=O)c2sccc21)NCC1CCCO1 (configuration not stated)	i	-0.55	-1.0
NS(=O)(=O)c1ccc(Cc2ncc(C(F)(F)F)cc2Cl)s1	i	-1.74	-0.8
COc1ccccc1CNC(=O)[C@@H]1CCCN1C(=O)C1CCN(S(=O)(=O)c2ccc(C)cc2)CC1	i	1.81	-1.6
c1ccc(COc2ccc(OCCOCCn3cncn3)cc2)cc1	i	-0.05	-1.1
Cc1cc(C)nc(/N=C(\N)Nc2ccc(C(C)C)cc2)n1	i	-1.28	-1.8
